SIAE primary: human SIAE inhibitors, primary screen, biochemical, fluorescence polarization, FP-Rh probe, 1536-well HTS; SIAE FP-Rh probe binding; AID 1053197, 2014; inhibition, % at 9.66 µM; 370,000 compounds, 0.69% hits; Sialate O-acetylesterase (Homo sapiens), Q9HAT2;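 active = inhibition above a cutoff: mean of compounds within the control limits plus 3 SD of those, cut at about 17% in these data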;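 also: 0% = plate median of compound wells and 100% = probe without SIAE protein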
Target sequence (Q9HAT2 whole entry, looked up): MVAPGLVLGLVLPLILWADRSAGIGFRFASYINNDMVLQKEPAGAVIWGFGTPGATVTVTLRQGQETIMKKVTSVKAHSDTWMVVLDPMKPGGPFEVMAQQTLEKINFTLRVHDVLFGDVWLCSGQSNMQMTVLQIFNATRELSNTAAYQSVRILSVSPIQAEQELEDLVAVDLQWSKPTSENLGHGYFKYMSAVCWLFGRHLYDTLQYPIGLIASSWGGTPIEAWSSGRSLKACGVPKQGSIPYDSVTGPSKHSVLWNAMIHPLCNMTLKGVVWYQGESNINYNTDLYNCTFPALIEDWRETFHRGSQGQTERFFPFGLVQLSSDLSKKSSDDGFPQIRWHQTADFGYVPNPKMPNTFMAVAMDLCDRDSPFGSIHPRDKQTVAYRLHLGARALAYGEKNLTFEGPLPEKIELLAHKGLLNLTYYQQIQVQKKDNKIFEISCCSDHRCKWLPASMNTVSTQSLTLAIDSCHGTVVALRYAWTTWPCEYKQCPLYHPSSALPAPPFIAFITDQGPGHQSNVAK
ABHD4 inh: ABHD4 inhibitors, primary screen, biochemical, fluorescence polarization, mouse; purified mABHD4, FP-Rh probe fluorescence polarization; AID 720543, 2013; inhibition, % at 8.92 µM; 370,000 compounds, 0.54% hits;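 active = inhibition exceeding the mean over every tested compound plus 3 SD, cut at about 30% in these data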;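 also: 0% = plate median of compound wells and 100% = S159A mutant with DMSO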
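Test system: mouse ABHD4 enzyme, wild type. Reagent: FP-Rh fluorescent activity-based probe, added after compound pre-incubation. Timing: pre-incubation 45 min, probe exposure 60 min, at 25 °C. Technique: FP readout, ex 525 nm / em 598 nm. Benchmarks: high control S159A mutant with DMSO, low control median of compound wells.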
PRMT1 inh: PRMT1 methyltransferase inhibitors, primary screen, biochemical, fluorescence polarization. Protein arginine N-methyltransferase 1 (Homo sapiens), Q99873. recombinant PRMT1, activity-based probe fluorescence polarization. inhibition, % at 2.79 µM. 370,000 compounds, 1.3% hits;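 active = inhibition above about 21% made by adding two undisclosed values, limit read from the data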
Target sequence (Q99873 whole entry, looked up): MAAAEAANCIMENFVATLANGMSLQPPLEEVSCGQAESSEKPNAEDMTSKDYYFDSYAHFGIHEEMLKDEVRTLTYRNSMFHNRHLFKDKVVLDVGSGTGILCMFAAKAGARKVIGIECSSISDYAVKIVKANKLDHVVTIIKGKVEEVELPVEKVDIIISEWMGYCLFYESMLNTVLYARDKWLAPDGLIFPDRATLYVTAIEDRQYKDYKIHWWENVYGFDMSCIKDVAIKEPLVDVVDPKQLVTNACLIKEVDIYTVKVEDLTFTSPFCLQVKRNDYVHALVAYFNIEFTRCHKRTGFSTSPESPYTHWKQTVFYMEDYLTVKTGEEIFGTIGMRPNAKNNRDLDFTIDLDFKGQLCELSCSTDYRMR
GC-A act: GC-A stimulated cGMP production enhancers – HEK293 GC-A cells, cGMP TR-FRET, EC30 ANP, primary screen | Atrial natriuretic peptide receptor 1 (Homo sapiens), P16066 | 0% at EC30 ANP, 100% saturating ANP | activation, % at 10 µM | 370,000 compounds, 0.14% hits | AID 1671463, 2021; in the data active = activation above about 40%
MBD2 DNA inh: inhibitors of MBD2 binding to methylated DNA, primary screen, biochemical, TR-FRET, DNA-binding domain, human | MBD2 binding to methylated oligonucleotide | inhibition, % at 4.4 µM | Methyl-CpG-binding domain protein 2 (Homo sapiens), Q9UBB5 | 370,000 compounds, 0.31% hits; in the data active = inhibition above about 13%
rCAG binder: binders of r(CAG) RNA repeats, primary screen, biochemical, fluorescence. r(CAG) RNA repeat, TO-PRO-1 dye displacement fluorescence. inhibition, % at 3 µM. 370,000 compounds, 1.3% hits. AID 651821, 2012;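 active = inhibition above the plate cutoff, the mean of all test compounds on that plate plus 3 SD, cut at about 35% in these data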;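 also: 0% = DMSO alone and 100% = 100 µM mitoxantrone as full dye displacement; higher means more dye released from RNA so lower well fluorescence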
HTRA1 inh: HTRA1 serine protease inhibitors, primary screen, biochemical, fluorescence polarization, HTS; Q92743; recombinant HTRA1, FP-rhodamine activity-based probe; inhibition, % at 5.96 µM; 340,000 compounds, 0.5% hits; AID 504803, 2011; in the data active = inhibition above about 36%;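 also: 0% = enzyme with DMSO and 100% = wells lacking enzyme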
TCR-CD3 inh: inhibitors of human TCR-CD3 interaction, primary screen, biochemical, fluorescence, TAMRA-labeled TCR probe; inhibition, % at 9.4 µM; 360,000 compounds, 0.37% hits; AID 651800, 2012; in the data active = inhibition above about 19%;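 also: recombinant mutant TCR 2C K166C tagged with TAMRA read by polarization; 0% = receptor in buffer alone and 100% = receptor with positive control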
UHRF1 MBD2 ctr: UHRF1 methylated DNA binding inhibitors, primary screen, counter-screen for MBD2 inhibitor project, biochemical, TR-FRET, human UHRF1, single concentration | AID 687016, 2013 | inhibition, % at 4.4 µM | UHRF1 binding to methylated oligo | 370,000 compounds, 0.75% hits | E3 ubiquitin-protein ligase UHRF1 (Homo sapiens), Q96T88; in the data active = inhibition above about 21%;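 also: UHRF1 SRA domain binding a hemimethylated CpG hairpin DNA probe; 0% = median of test compound wells and 100% = reference inhibitor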
GC-B act: human GC-B receptor activators, primary screen, HEK293 GC-B cells, cGMP TR-FRET, EC30 CNP | activation, % at 10 µM | 370,000 compounds, 0.11% hits | 0% at EC30 CNP, 100% saturating CNP | Atrial natriuretic peptide receptor 2 (Homo sapiens), P20594;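 active = activation at 10 µM reaching about 35% in either raw or pattern-adjusted values, limit read from the data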
The depositor's hits bear a star; . = no result given. Some of the compounds tested, so the mix of outcomes need not match the whole.

SMILES	SIAE primary	ABHD4 inh	PRMT1 inh	GC-A act	MBD2 DNA inh	rCAG binder	HTRA1 inh	TCR-CD3 inh	UHRF1 MBD2 ctr	GC-B act
COc1ccc(C2C(C#N)=C(N)Oc3c2sc2nc(C)cc(C)c32)cc1 (stereo not given)	-11	5	6	4	1	8	-21	-5	-1	-6
CC1CCN(C(=O)COC(=O)C2CCN(S(=O)(=O)c3ccc4c(c3)OCCO4)CC2)CC1	4	0	0	2	-5	-6	1	-1	0	-2
Cc1cc(C)c(-c2cc(NC(=O)COC(=O)c3ccc(CO)cc3)n(-c3ccccc3)n2)cc1C	-26	-15	1	-5	3	-21	-58	0	2	-9
CCOCCN(C(=O)COC)c1cccc(OC)c1	0	2	2	2	0	-5	4	-3	2	1
COC(=O)/C=c1/sc2nc3ccccc3n2c1=O	0	-10	4	10	4	5	2	0	-3	4
COc1ccc(N2CC(C(=O)Nc3nccs3)CC2=O)cc1 (stereo not given)	-2	0	0	-3	2	-1	-6	6	-1	2
COCCNC(=O)COc1coc(CN2CCN(Cc3ccccc3)CC2)cc1=O	1	-5	-1	1	2	-6	1	13	-1	7
COc1ccccc1CNC(=O)[C@@H]1CCCN1C(=O)[C@@H]1Cc2ccccc2CN1C(=O)OC(C)(C)C	3	-6	5	0	11	-6	-3	-6	6	-2
COc1ccc(C/C(C)=N\NC(=O)c2c[nH]c3ccccc23)cc1OC	-5	-1	5	4	4	2	-9	-7	0	-1
O=C(COC(=O)C1CCN(c2ccc(C(F)(F)F)cn2)CC1)NCc1ccc(F)cc1	-4	-4	6	-3	3	-10	-21	-4	1	-5
CC1CC(C)CN(C(=O)CCCn2c(=O)c3cccn3c3cccnc32)C1 (stereo not given)	5	0	-2	4	-2	-4	0	12	0	1
C(=C\c1nc(N2CCCC2)c2ccccc2n1)/c1ccccc1	-10	-13	-3	-13	-2	6	-74	1	-5	-5
COc1ccc(-n2c(SCC(N)=O)nnc2-c2cccnc2)cc1	-3	0	-2	-1	-2	0	-1	3	7	-3
CC1=NN(C(N)=S)C(=O)C1N=Nc1c(C)cc(C)cc1C (stereo not given)	6	5	-2	-5	0	5	6	6	-17	-6
Cc1ccc(-c2csc(/C(C#N)=C/Nc3ccccc3SC(F)(F)F)n2)c(C)c1	0	-1	-1	5	-4	1	3	4	-3	3
O=C(CCCn1cncn1)N1CCCC(Nc2ccc(F)cc2)C1 (stereo not given)	14	-4	3	-1	-4	-2	3	-5	-1	4
COc1cc(CN2C(=O)C(C)ON=C2c2ncccc2C)cc(OC)c1 (stereo not given)	0	4	0	-3	-1	-1	.	-3	2	-5
COc1ccc(NC(=O)c2ccc(Cl)nc2)cc1S(=O)(=O)N1CCCCC1	-8	12	-1	-1	-6	2	-5	-1	19	-2
Cc1ccccc1-n1cnc2cc(NCc3cccs3)ccc21	10	16	11	-1	-4	-1	-2	1	3	-14
Cc1ccc2[nH]c(C(=O)N3CCCCC3)cc2c1	-8	-3	2	5	1	-2	-2	-6	-1	5
Cc1ccc(NC(=O)/C(=C/c2ccco2)c2ccccc2)c(C)c1	-13	0	2	3	3	-4	-29	2	-2	4
COc1ccc(N2CCN(C(=O)CC3NC4CCCCC4NC3=O)CC2)cc1 (stereo not given)	4	0	1	0	-2	-3	8	5	-3	6
COc1ccc(/C=C2\N=C(SC)NC2=O)cc1	0	-11	2	0	2	4	-8	2	0	-1
O=c1[nH][nH]c(C(F)(F)F)c1C=NCc1ccc(Cl)cc1	10	-2	1	5	-6	2	-2	-1	0	2
COc1ccc(F)cc1CN1CCN(C(=O)CCC(=O)Nc2nnc(C3CCCCC3)s2)CC1	0	-1	-1	2	-3	-1	4	8	-4	-1
Cc1cccc(NC(=O)C(Cc2ccccc2)c2nn[nH]n2)c1C (stereo not given)	6	-3	0	2	3	3	-2	4	2	3
CS(=O)(=O)N1CCCCC1c1cc(C(=O)Nc2cccc3c2CCCC3)no1 (stereo not given)	-5	3	3	0	3	1	.	-5	1	-3
CC1CCN(C(=O)c2[nH]cnc2C(=O)NCC(=O)OCc2ccccc2)CC1	9	-2	-3	0	-5	-8	0	-8	-1	-3
O=C(Nc1nc2ccc([N+](=O)[O-])cc2s1)c1c(F)cccc1F	-3	-4	-5	8	-3	2	-8	7	1	-1
Cc1ccc(S(=O)(=O)N2C[C@@H](C)[C@]3(C2)[C@H](O)[C@H](OC(=O)NCc2ccccc2)C[C@H]2C(=O)N(c4ccccc4)C(=O)[C@H]23)cc1	-14	-12	4	3	-1	12	-41	1	2	-2
CN(Cc1ccccc1)C(=O)c1[nH]cnc1C(=O)NCCCCCNC(=O)OC(C)(C)C	2	5	-1	0	-1	-6	1	3	-3	0
CCOc1ccc(NC(=O)CCC(=O)NNC(=O)c2ccc(Br)o2)cc1	1	-2	5	-1	4	1	-1	1	-1	3
CSCCC(c1nnnn1C1CCCC1)N1CCN(C/C=C/c2ccccc2)CC1 (stereo not given)	5	4	-5	3	-5	-1	.	-7	-3	-1
COc1ccc(OCCCC(=O)Nc2ncn[nH]2)cc1	-4	-2	3	3	1	0	-2	9	-4	-1
Cc1c(CC(=O)N2CCC(C(N)=O)CC2)c(=O)oc2cc3c(cc12)CCC1(CCCCC1)O3	-9	-5	-8	3	2	-5	-10	3	-1	-2
COc1ccc2c(CN3CCN(c4ccc(Cl)c(Cl)c4)CC3)cc(=O)oc2c1	6	2	-2	2	-1	3	.	1	0	1
CCN1C(=O)/C(=C/c2cn(-c3ccccc3)nc2-c2cccnc2)SC1=S	-2	3	2	-1	0	4	-24	3	2	4
COCCCNC(=O)c1cn(Cc2c(F)cccc2Cl)nn1	-4	4	-3	0	2	-2	-3	4	3	7
O=c1c2[nH]c3ccccc3c2ncn1CCC1=CCCCC1	2	1	-1	2	5	-4	0	-7	0	-4
FC(F)(F)c1ccc(/C=N/N2CCN(Cc3ccccc3)CC2)cc1	3	-1	-2	6	-1	-5	-6	2	0	2
COCCCC1CCN(Cc2nc(Cc3ccccc3Cl)no2)CC1	-1	-2	2	1	2	-11	5	5	10	-1
O=C(O)C1SCCN1S(=O)(=O)c1ccc(N=NN2CCOCC2)cc1 (stereo not given)	1	7	2	5	7	3	-6	-2	7	-4
CC1(C(=O)NS(=O)(=O)c2cccc(C#N)c2)CCN1C(=O)Cc1ccccc1Cl (stereo not given)	-3	-2	5	2	-3	4	.	-10	2	1
CC1=C(C(=O)OC(C)C)C(c2cccc([N+](=O)[O-])c2)n2c(cc(=O)[nH]c2=S)N1 (stereo not given)	3	6	16	1	-3	24	3	0	-3	4
O=C(Nc1ccc(Nc2ccncc2)cc1)c1ccc(Nc2ccnc3ccc([N+](=O)[O-])cc23)cc1[N+](=O)[O-]	-3	-7	-4	-2	-5	6	-3	-3	1	1
Cc1c(N(C)S(=O)(=O)c2cc(C(=O)Nc3ccccn3)ccc2Cl)c(=O)n(-c2ccccc2)n1C	0	-3	3	2	-1	-5	-2	0	0	-4
COc1ccc(C(=O)N2CCc3cc4c(cc3C2C)OCCCO4)cc1 (stereo not given)	1	2	4	0	4	-5	-8	2	3	-2
Cc1ccc(Nc2c(-c3ccccn3)nc3cccc(C)n23)cc1	-1	-1	-5	4	-8	-1	62*	-8	-3	5
CC(=O)Nc1ccc(S(=O)(=O)N2CCN(CCCOc3cc(C)ccc3C)CC2)cc1	-9	-13	-2	-7	2	5	-24	2	-4	-4
CC(=O)Oc1ccc(C(=O)O)c(OC(C)=O)c1	0	3	-1	7	1	0	4	-5	-1	4

Compound profiles, as listed above. Screens in order: SIAE primary	ABHD4 inh	PRMT1 inh	GC-A act	MBD2 DNA inh	rCAG binder	HTRA1 inh	TCR-CD3 inh	UHRF1 MBD2 ctr	GC-B act
Results for CC1=C(C(=O)OC(C)C)C(c2cccc([N+](=O)[O-])c2)n2c(cc(=O)[nH]c2=S)N1 (stereo not given) → 3	6	16	1	-3	24	3	0	-3	4
Results for Cc1ccc(Nc2c(-c3ccccn3)nc3cccc(C)n23)cc1 → -1	-1	-5	4	-8	-1	62*	-8	-3	5
Results for CC1(C(=O)NS(=O)(=O)c2cccc(C#N)c2)CCN1C(=O)Cc1ccccc1Cl (stereo not given) → -3	-2	5	2	-3	4	.	-10	2	1
Results for COCCCC1CCN(Cc2nc(Cc3ccccc3Cl)no2)CC1 → -1	-2	2	1	2	-11	5	5	10	-1

Further entries follow.
SMILES	SIAE primary	ABHD4 inh	PRMT1 inh	GC-A act	MBD2 DNA inh	rCAG binder	HTRA1 inh	TCR-CD3 inh	UHRF1 MBD2 ctr	GC-B act
CCCCNC(=O)C(NC(=O)c1cccc2ccccc12)C(=O)c1ccccc1 (stereo not given)	2	4	0	0	2	3	.	3	0	-5
Cc1cc(NC(=O)C(C)C)ncc1NC(=O)c1cccc(F)c1	4	1	-3	-1	2	0	2	0	5	6
COc1ccc(Oc2ccc(/C=C/C(=O)c3ccc(O)cc3)cc2[N+](=O)[O-])cc1	-63	-66	1	3	-2	37*	-53	7	-2	-10
COc1cccc(CNc2nccs2)c1O	18*	3	0	-3	1	-1	-5	4	-1	-2
O=C(CN1CCOCC1)Nc1scc(-c2ccccc2)c1C(=O)N1CCOCC1	-3	3	-2	3	1	-3	2	9	-2	1
O=C(CN1CCC(NC(=O)C2CC2)CC1)Nc1ccccc1[N+](=O)[O-]	-3	2	2	4	4	-8	10	-12	5	4
CCOc1cc(C(=O)N/N=C\c2cn(CC)nc2C)cc(OCC)c1OCC	-2	3	0	0	-1	-6	-4	4	-5	1
Cc1ccc(-c2nn(CCC(=O)NC(C)C)c(=O)c3ccccc23)cc1	4	-1	-4	-9	0	-8	8	7	-2	-2
O=C(COC(=O)c1cc2c(s1)CCCCC2)NC1CCS(=O)(=O)C1 (stereo not given)	0	-1	-5	4	-3	-1	3	6	-2	-2
CC12CC3(C)CC(C)(C1)CC(NC(=O)N1CCCC1)(C2)C3	1	2	0	0	-1	-6	4	0	0	-3
Cn1c(=O)[nH]c(=O)c2c1nc1n2CC(O)CN1c1ccccc1 (stereo not given)	7	4	-4	6	-2	-1	-2	0	0	-1
COC(=O)[C@]1(Cc2ccccc2)N[C@H](CN(C)C(=O)NC(C)C)[C@@H]2C(=O)N(C)C(=O)[C@@H]21	1	-7	-1	3	-4	-1	-1	4	9	-1
CN(c1ccc(C(=O)Nc2ccccc2C(F)(F)F)cc1)S(C)(=O)=O	3	8	1	5	-4	-6	-5	-2	2	7
Cc1cccc(NC(=O)COC(=O)C(NC(=O)c2cccc(S(=O)(=O)N3CCOCC3)c2)C(C)C)c1 (stereo not given)	-3	2	2	3	-3	4	25	-5	2	2
CCN(CC)c1nc2ccccc2nc1C(C#N)C(=O)NCCCOC (stereo not given)	4	4	1	7	-2	-4	1	-6	-4	9
CCOC(=O)c1cc(C#N)c(SCC(N)=O)[nH]c1=O	-18	-6	5	-2	-2	-6	2	-1	1	-4

Compound activity: PubChem BioAssay, several laboratories
